# KCNQ2 inh – KCNQ2 potassium channel inhibitors, primary screen, cell-based, CHO-K1, FluxOR thallium flux, B-score (AID 2156). B-score at 10 µM. hit rate 1.1% among 310,000. 20 min; active compounds read low. O88943;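 active means fluorescence ratio B-score at most minus 3 library SDs, with starting brightness B-score within 2 library SDs, cut at about -5.5 in these data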
# CHT inh – inhibitors of human choline transporter CHT; hit rate 0.86% among 310,000; Q9GZV3; B-score at 10 µM; AID 488975; CHT-expressing cells, membrane potential dye, choline response; active compounds read low;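 active means B-score over 3 SD under the library average, and starting fluorescence ratio not unusually high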;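 further: choline stimulus applied at its EC90 after an EC20 pre-addition; B-score computed on integrated fluorescence ratio after choline addition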
# Target sequence (Q9GZV3 whole entry, looked up): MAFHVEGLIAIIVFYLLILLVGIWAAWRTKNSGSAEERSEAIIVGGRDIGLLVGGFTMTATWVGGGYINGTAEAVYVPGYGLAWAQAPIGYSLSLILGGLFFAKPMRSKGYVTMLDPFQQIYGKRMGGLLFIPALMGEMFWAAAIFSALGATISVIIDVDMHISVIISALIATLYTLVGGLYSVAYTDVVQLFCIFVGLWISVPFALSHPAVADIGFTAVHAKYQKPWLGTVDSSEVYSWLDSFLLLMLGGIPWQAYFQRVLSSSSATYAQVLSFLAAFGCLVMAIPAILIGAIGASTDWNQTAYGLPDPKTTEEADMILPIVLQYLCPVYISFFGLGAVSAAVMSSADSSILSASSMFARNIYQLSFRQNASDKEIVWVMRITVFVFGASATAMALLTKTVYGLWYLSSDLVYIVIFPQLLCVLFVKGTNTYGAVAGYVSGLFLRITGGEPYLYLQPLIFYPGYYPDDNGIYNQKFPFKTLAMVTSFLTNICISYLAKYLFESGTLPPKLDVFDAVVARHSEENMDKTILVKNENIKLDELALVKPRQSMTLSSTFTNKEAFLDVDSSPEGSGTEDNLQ
# Kir21 inh – blocks the mouse Kir2.1 inward-rectifier potassium channel; HEK293-Kir2.1, FluxOR thallium flux fluorescence; active compounds read low; hit rate 0.85% among 310,000; P35561; B-score at 10 µM;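 active means fluorescence ratio B-score at or below minus 3 SD of library scores, with starting-brightness B-score within 2 SD, cut at about -4.2 in these data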;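 further: channel flux triggered by added potassium and thallium sulfate stimulus; B-score of peak minus minimum fluorescence over baseline after thallium stimulus; more negative B-score means stronger Kir2.1 block with less thallium influx; some compounds called inactive have numbers as strong as hits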
# Target sequence (P35561 whole entry, looked up): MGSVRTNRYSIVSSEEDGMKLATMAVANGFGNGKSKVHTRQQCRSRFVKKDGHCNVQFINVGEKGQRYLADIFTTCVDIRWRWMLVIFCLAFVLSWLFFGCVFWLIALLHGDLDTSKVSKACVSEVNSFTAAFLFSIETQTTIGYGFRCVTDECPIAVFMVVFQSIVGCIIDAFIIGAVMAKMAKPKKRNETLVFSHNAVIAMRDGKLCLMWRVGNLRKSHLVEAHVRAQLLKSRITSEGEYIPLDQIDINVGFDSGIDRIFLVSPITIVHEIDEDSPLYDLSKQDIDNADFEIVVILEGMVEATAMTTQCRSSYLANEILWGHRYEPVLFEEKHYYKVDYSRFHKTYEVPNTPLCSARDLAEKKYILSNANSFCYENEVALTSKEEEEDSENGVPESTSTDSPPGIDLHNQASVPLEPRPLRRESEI
# Starred values were filed as active, the others as inactive; i = inactive; nt = not tested or not shown.
# The first six entries, to show the layout:
CHT inh	Kir21 inh	KCNQ2 inh	mol
i	-0.1	i	O=C(COC(=O)c1ccccc1[N+](=O)[O-])c1ccc2c(c1)OCO2
i	-0.97	i	CCCCC#Cc1cncc(C(=O)N/N=C/c2cccc(OC)c2)c1
i	1.08	i	C/C(=N\NC(=O)c1ccc2c(c1)OCO2)c1ccco1
i	-0.67	i	COc1cc2sc3ccc(-c4ccc5[nH]ccc5c4)cc3c(=O)c2cc1OC
i	0.07	i	CC1=C(C(=O)OC(C)C)C(c2cccnc2)C2=C(CCCC2=O)N1 (stereo not given)
i	1.51	i	Cc1cc(Cl)ccc1OCC(=O)NCCOC(=O)Nc1sc(=S)n(C)c1C

# Results, from the start:
CHT inh	Kir21 inh	KCNQ2 inh	mol
i	-0.1	i	O=C(COC(=O)c1ccccc1[N+](=O)[O-])c1ccc2c(c1)OCO2
i	-0.97	i	CCCCC#Cc1cncc(C(=O)N/N=C/c2cccc(OC)c2)c1
i	1.08	i	C/C(=N\NC(=O)c1ccc2c(c1)OCO2)c1ccco1
i	-0.67	i	COc1cc2sc3ccc(-c4ccc5[nH]ccc5c4)cc3c(=O)c2cc1OC
i	0.07	i	CC1=C(C(=O)OC(C)C)C(c2cccnc2)C2=C(CCCC2=O)N1 (stereo not given)
i	1.51	i	Cc1cc(Cl)ccc1OCC(=O)NCCOC(=O)Nc1sc(=S)n(C)c1C
i	-3.67	i	Cc1cc(S(=O)(=O)Nc2c(C)ccc3nsnc23)ccc1F
i	1.27	i	COc1nc(OC)nc(N2CCC(C(=O)NCc3ccc(F)cc3)CC2)n1
i	0.23	i	COC1CCCN(Cc2c(C(=O)N3CCc4ccccc4C3)nc3ccc(Cl)cn23)C1 (stereo not given)
i	-0.19	i	CCN1C(=O)/C(=C/C=C2/Sc3ccccc3N2CCO)SC1=S
i	-0.02	i	O=C(O)COn1c(-c2ccccc2)nc2ccc([N+](=O)[O-])cc21
i	1.41	i	CCc1ccc(NC(=O)CSc2nc3cc(C(=O)OC)ccc3c(=O)n2Cc2ccco2)cc1
i	0.2	i	CCn1c(SCC(=O)NCc2ccco2)nnc1-c1ccc(N)cc1
i	0.86	i	CC1CCC(=NNC(=O)c2ccccc2-n2cccc2)CC1 (stereo not given)
i	-0.94	i	Cc1c(C(=O)O)sc2nc(/C=C/c3cccc(F)c3)[nH]c(=O)c12
i	-0.59	i	CCC(C(=O)Nc1ccc2c(c1)OCCO2)n1c(=O)[nH]c2ccccc2c1=O (stereo not given)
i	0.56	i	CC(C)N(CC(O)COc1ccc(CC(N)=O)cc1)CC(O)COc1ccc(CC(N)=O)cc1 (stereo not given)
i	-0.44	i	O=C(NCCCN1CCCCC1)c1ccc2c(c1)NC(=O)C(N1CCCCC1)S2 (stereo not given)
i	-1.37	i	O=C(COC(=O)Cc1ccc(Cl)cc1)Nc1c(F)cccc1F
i	0.83	i	Cc1cc(C=O)c(C)n1-c1cc(C(=O)O)cc(C(=O)O)c1
i	0.36	i	Nc1c(C=C2C=CC(=O)C=C2)c(=O)nc2sc(CC(=O)N3CCOCC3)nn12
i	2.51	i	COCCn1c(C)cc(C(=O)CSc2nnc(C)s2)c1C
i	0.98	i	COc1ccc(N(CC(=O)NCc2ccc(F)cc2)C(=O)c2snc(C(N)=O)c2N)cc1
i	0.06	i	COc1ccc(Sc2nnc(Cc3ccccc3)c3ccccc23)cc1
i	-0.46	i	Cc1ccc(-n2c(SCC(=O)N(C)C)nnc2-c2ccco2)cc1
i	-0.81	i	COC(=O)c1c(C(=O)OC)c(-c2ccc(OC)cc2)n2c1CCC2
i	0.04	i	CCOc1ccc(N(C(=O)c2snc(C(N)=O)c2N)C(C)C(=O)NC2CCCCC2)cc1 (stereo not given)
i	-0.77	i	CC(=O)Nc1ccc(NC(=O)/C=C/c2cccc(C(F)(F)F)c2)cc1
nt	-0.02	i	Cc1cc(C)cc(NC(=O)c2cccc(N3C(=O)C4C5C=CC(C5)C4C3=O)c2)c1 (stereo not given)
i	1.65	i	O=S(=O)(NC1=NCCC1)c1cccc(NC(=S)NCCc2ccccc2)c1
i	2.28	i	CCN(CC(=O)Nc1ccccc1C(F)(F)F)C(=O)Cn1c(=O)cnc2ccccc21
i	-0.01	i	C=CCc1cc(Cl)ccc1OC(=O)Nc1cccc(Cl)c1
nt	0.09	i	CCCCC(C(=O)NC(C)(C)C)N(Cc1ccccc1Cl)C(=O)c1snc(C(N)=O)c1N (stereo not given)
i	-0.03	i	Cc1c(Cl)cccc1N=C(N)N=C(N)N
i	0.65	i	C/C(O)=C(/C=Nc1ccccc1)C(=O)Nc1ccccc1
i	-3	i	N#Cc1ccc(C(=O)NCC(c2ccco2)N2CCCCC2)cc1 (stereo not given)
i	2.55	i	COC1(OC)N=C(N)C2(C#N)C(c3ccc(C)cc3)C12C#N (stereo not given)
i	1.33	i	CCN1CCN(C(c2cc(OC)c(OC)c(OC)c2)c2nnnn2C(C)C)CC1 (stereo not given)
i	2.2	i	CC(C)c1cc(C(=O)N2CCCC(Nc3ccc(F)cc3)C2)n[nH]1 (stereo not given)
i	-2.34	i	O=c1[nH]cnc2c1C1(CCCC1)Cc1ccccc1-2
i	0.73	i	CCOc1ccc(NC(=O)c2ccc(N3CC4CC(C3)c3cccc(=O)n3C4)c(N)c2)cc1 (stereo not given)
i	0.41	i	CCOc1ccccc1N1CCN(CC(=O)NC(=O)NCc2ccco2)CC1
i	-0.59	i	COc1ccc(C(=O)Nc2ccnn2C2CCN(CC3CC=CCC3)CC2)cc1 (stereo not given)
i	-3.46	i	COc1ccc(C(=O)n2c(-c3ccco3)nc3ccccc32)cc1
i	-0.28	i	CCOc1cc(CN2CCN(c3ncccn3)CC2)ccc1OC
i	0.62	i	O=C(O)CC(SCc1ccc(C(=O)O)o1)C(=O)O (stereo not given)
i	0.06	i	Cc1cccc(C(=O)OCC(=O)c2ccc3c(c2)OCO3)c1O
i	-1.56	i	CCN1C(=O)/C(=C2/Sc3ccccc3N2CC)SC1=S
i	0.78	i	CN(C)C(=O)Cn1c(SCC(=O)NC2CCCCC2)nc2ccccc21
i	-1.63	i	N#Cc1ccccc1NC(=S)NC(=O)c1cccnc1

# More results:
CHT inh	Kir21 inh	KCNQ2 inh	mol
i	-0.3	i	CCOC(=O)C1=C(C)NC(SC(C)=O)=NC1c1ccc(OC(C)=O)c(OC)c1 (stereo not given)
i	1.18	i	CCn1c(NC(=O)c2ccccc2)nc2ccccc21
i	-0.68	i	COc1cccc(NC(=O)CSc2ccccn2)c1
i	0.02	i	O=C(O)c1cn(Cc2ccccc2)c2ccccc2c1=O
i	0.05	i	CCc1nnc(NC(=O)CCC(=O)NCC2CCCO2)s1 (stereo not given)
i	-0.57	i	O=C(Cc1ccccc1F)Nc1cc(Cl)ccc1N1CCCC1
i	0.9	i	COc1ccccc1N1CCN(Cc2cc(Br)c(O)c3ncccc23)CC1
i	-1.77	i	O=C1c2[nH]nc(-c3ccccc3O)c2C(c2cccc(Cl)c2)N1CC1CCCO1 (stereo not given)
nt	-0.56	i	C=CCN1C(=O)/C(=C2/C(=O)N(CC(=O)O)c3ccccc32)S/C1=N/c1nccs1
i	0.53	i	COc1ccc(C(=O)Nc2ccc(N3CCOCC3)cc2)cc1S(=O)(=O)NC1CCCC1
i	1.08	i	Cc1ccc(Nc2nc3c(c(=O)[nH]c(=O)n3C)n2Cc2ccc(F)cc2)cc1
i	-1.47	i	O=C(CSCc1cnn(-c2ccccc2)c1-n1cccc1)NCC1CCCO1 (stereo not given)
i	-1.06	i	Cc1ccc(CC(=O)Nc2nncs2)cc1
i	-1.11	i	CC(C)Cc1nnc(NC(=O)c2cc(-c3ccncc3)nc3ccccc23)s1
i	0.03	i	O=C(CSc1nnc(CNC(=O)c2c(F)cccc2Cl)o1)NCc1ccc2c(c1)OCO2
i	0	i	C/C(=N\Nc1nc2ccccc2[nH]1)c1ccc(C)o1
i	-0.93	i	COc1ccc(OC)c(S(=O)(=O)n2nc(C)cc2C)c1
i	0.67	i	COc1cccc(CN(C)C(=O)[C@@H](NC(=O)c2ccc(C)cc2)C(C)C)c1
i	0.56	i	CC(=O)NS(=O)(=O)c1ccc(NC(=O)C2c3ccccc3Oc3ccccc32)cc1
i	-1.01	i	O=C(N/N=C/c1c(Cl)cccc1Cl)c1ccc(F)cc1
i	-0.45	i	CC1(C)CCc2cc(-c3ccnc(=S)[nH]3)ccc2O1
i	0.12	i	C=CCNC(=O)C(C(=O)OCC)C1CCCCC1 (stereo not given)
i	1.76	i	COC(=O)NCC(c1cccnc1)N1CCN(c2ccccc2F)CC1 (stereo not given)
i	-1.44	i	CCN(CC)CCN(C(=O)c1ccc2c(c1)OCCO2)c1nc2cc3c(cc2s1)OCO3
i	0.04	i	O=C(NN=C1CCCC1)c1ccn[nH]1
i	1.36	i	CCOC(=O)CC(=O)CSc1nnc2c(n1)[nH]c1ccccc12
i	0.78	i	Cc1nc(CNS(=O)(=O)c2cc(F)ccc2F)cs1
i	-1.54	i	COc1cc(OC)cc(C(=O)NNc2nc3cc4c(cc3s2)OCO4)c1
i	-0.51	i	Cn1c(SCC(=O)c2c(N)n(C)c(=O)n(C)c2=O)nnc1-c1ccc(F)cc1
i	-0.27	i	Cc1nc2[nH]c(=O)c3c(n2n1)NC1=C(C(=O)CC(C)(C)C1)C3c1ccccc1 (stereo not given)
i	0.48	i	CC(C)C(=O)NC(NC(=S)Nc1ccc(S(N)(=O)=O)cc1)C(Cl)(Cl)Cl (stereo not given)
i	-0.47	i	CC(C(=O)N1CCN=C1c1ccccc1)N1C(=O)c2ccccc2C1=O (stereo not given)
i	-1.62	i	O=C(N=C1SC2CS(=O)(=O)CC2N1Cc1ccc(F)cc1)C1CCCO1 (stereo not given)
i	-0.02	i	CCOC(=O)Cc1ccc(NS(=O)(=O)c2ccc(SC)cc2)cc1
i	0.98	i	O=C(CNS(=O)(=O)c1ccccc1)NCC(=O)OCc1ccc(Cl)cc1
i	-1.41	i	CC(NCc1ccc2c(c1)OCO2)c1ccccc1 (stereo not given)
i	-0.74	i	Cn1c(=O)cc(SCC(=O)NCCC2=CCCCC2)c2cc(Cl)ccc21
i	2.62	i	O=c1cc(/N=C/c2coc3cc(Br)ccc3c2=O)[nH]c(=S)[nH]1
i	0.45	i	COC(=O)Cc1ccc(NC(=S)N2CCN(c3cccc(O)c3)CC2)cc1
i	-1.05	i	Nc1nc(N2CCN(C(=O)c3ccco3)CC2)nc2ccccc12
i	-1.08	i	O=C(CSc1nc2cc(Cl)ccc2s1)NC1CCCc2ccccc21 (stereo not given)
i	3.6	i	O=C(COc1ccccc1)N1CCc2ccccc2C1
i	0.27	i	CCN(CC)S(=O)(=O)c1ccc(/C=C/C(=O)Nc2ccc(F)cc2F)cc1
i	1.04	i	O=C(O)CCn1c(=O)[nH]c2ccccc2c1=O
i	1.34	i	COc1ccc2oc(=O)c(C(=O)NCc3ccccn3)cc2c1
i	-0.82	i	O=C(Nc1ccc(Cl)cc1)c1ccc(Br)cc1F
i	-1.8	i	CN(C)CCOC(c1ccc(Cl)cc1)c1ccccn1 (stereo not given)
i	1.17	i	Cc1ccc(C)c(N(CC(=O)NCCSCc2ccco2)S(C)(=O)=O)c1
i	-1	i	Cn1cc(S(=O)(=O)N2CCCC(C(=O)O)C2)cn1 (stereo not given)
i	0.75	i	CCCCn1ccnc1C(=O)c1ccc(S(=O)(=O)N2CCCC2)cc1

# Further results
CHT inh	Kir21 inh	KCNQ2 inh	mol
i	-0.5	i	O=c1[nH]c2ccc(NC(=S)Nc3ccc(F)cc3)cc2[nH]1
i	-1.05	i	O=C(CCn1nc(-c2ccccc2)c2ccccc2c1=O)Nc1cccnc1
i	-1.5	i	CCOc1ccc(N(C(=O)CNC(=O)c2ccco2)C(C(=O)NC2CCCC2)c2ccco2)cc1 (stereo not given)
i	0.01	i	CCCOc1ccc(NC(=O)c2cc3cc(C)ccc3[nH]2)cc1
i	0.53	i	Cc1ccccc1NC(=O)Cc1nc(COC(=O)CCOc2ccccc2)cs1
i	-1.16	i	O=C(CCCOc1ccccc1)Nc1nncs1
i	1.26	i	CCN(CC)CCCNC(=O)Cn1nc(-c2ccccc2)ccc1=O
i	0.01	i	O/N=C/c1cn(-c2ccc(Cl)cc2)nn1
i	0.8	i	CN(C)S(=O)(=O)N1CCC(CO)(Cc2cccc(C(F)(F)F)c2)CC1
i	-0.84	i	CS(=O)(=O)N(CC(=O)Nc1ccccc1C(=O)NCc1ccccc1)c1ccc2c(c1)OCCO2

# Sorted by molecular weight (lowest first): part of the list above.
CHT inh	Kir21 inh	KCNQ2 inh	mol
i	-0.5	i	O=c1[nH]c2ccc(NC(=S)Nc3ccc(F)cc3)cc2[nH]1
i	0.53	i	Cc1ccccc1NC(=O)Cc1nc(COC(=O)CCOc2ccccc2)cs1
i	-0.84	i	CS(=O)(=O)N(CC(=O)Nc1ccccc1C(=O)NCc1ccccc1)c1ccc2c(c1)OCCO2

# Further results:
CHT inh	Kir21 inh	KCNQ2 inh	mol
i	1.19	i	COC(=O)c1cccc(NC(=O)c2cc3ccccc3o2)c1
i	-1.31	i	COc1ccc(-c2[nH]ncc2/C=N\NS(=O)(=O)c2ccc(Cl)cc2)cc1
i	-1.13	i	CC(C)(Cc1ccccc1)NC(=O)C(=O)c1cn(CC(=O)N2CCOCC2)c2ccccc12
i	-0.04	i	COc1cc(C=O)ccc1OCC(=O)N1CCOCC1
i	-0.75	i	Cc1c(N(C)C(=O)c2ccccc2F)c(=O)n(-c2ccccc2)n1C
